FAS TE block = blocks the thioesterase domain of human fatty acid synthase; P49327; recombinant FAS-TE, OMFH fluorogenic substrate, fluorescence endpoint; inhibition, % at 15 µM; 0.67% of 360,000 active; AID 602261;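 active = compounds whose normalised, plate-corrected inhibition of enzyme fluorescence in the single-dose primary screen is 50% or more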;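 also: 0% = DMSO with enzyme and 100% = substrate without enzyme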
bovine MsrA act = activates bovine MsrA enzyme; purified bovine MsrA, absorbance read-out; activation, % at 10.6 µM; 0.3% of 360,000 active; in the data active = activation above about 7.5%;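 also: 0% = vehicle and 100% = reference activator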
E coli Lon inh = E. coli protease La inhibition; P0A9M0; purified E. coli Lon protease, fluorescence polarization; inhibition, % at 7.94 µM; 0.42% of 360,000 active; AID 602123; in the data active = inhibition above about 13%, passing the limit was not always enough;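 also: 0% = enzyme with probe and DMSO and 100% = no enzyme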
MT1-MMP act inh = blocks activation of human MT1-MMP; P50281; HT1080 RFP-PRO-GFP cells, GFP/RFP ratio fluorescence, overnight; percent of plate control window, DMSO zero; GFP/RFP ratio change, % at 20 µM; 0.061% of 360,000 active; AID 651647;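 active = GFP/RFP ratio change of at least 30% with cell ATP level not reduced by more than half and red fluorescence within 50% of control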; also: strong numbers were not always called active
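Assay system: HT1080 RFP-PRO-GFP cells. Benchmarks: DMSO vehicle wells and RFP-L50D-GFP reporter cell wells. Times: overnight cell settling, then overnight compound exposure, 37 °C, 5% CO2. Compound: 20 µM single dose, 1% DMSO. Read-out basis: GFP/RFP fluorescence ratio.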
MLLE-PAM2 inh = inhibitors of microRNA-mediated deadenylation, human PABP1 MLLE binding; P11940; GST-MLLE / FITC-PAM2 fluorescence polarization; inhibition, % at 20 µM; 0.36% of 360,000 active; AID 588489; in the data active = inhibition above about 35%, passing the limit was not always enough;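 also: plate controls were DMSO wells with GST-MLLE for no effect and wells lacking GST-MLLE protein for full effect; some results filed as inactive read as strong as hits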
Target sequence (P11940 whole entry, looked up): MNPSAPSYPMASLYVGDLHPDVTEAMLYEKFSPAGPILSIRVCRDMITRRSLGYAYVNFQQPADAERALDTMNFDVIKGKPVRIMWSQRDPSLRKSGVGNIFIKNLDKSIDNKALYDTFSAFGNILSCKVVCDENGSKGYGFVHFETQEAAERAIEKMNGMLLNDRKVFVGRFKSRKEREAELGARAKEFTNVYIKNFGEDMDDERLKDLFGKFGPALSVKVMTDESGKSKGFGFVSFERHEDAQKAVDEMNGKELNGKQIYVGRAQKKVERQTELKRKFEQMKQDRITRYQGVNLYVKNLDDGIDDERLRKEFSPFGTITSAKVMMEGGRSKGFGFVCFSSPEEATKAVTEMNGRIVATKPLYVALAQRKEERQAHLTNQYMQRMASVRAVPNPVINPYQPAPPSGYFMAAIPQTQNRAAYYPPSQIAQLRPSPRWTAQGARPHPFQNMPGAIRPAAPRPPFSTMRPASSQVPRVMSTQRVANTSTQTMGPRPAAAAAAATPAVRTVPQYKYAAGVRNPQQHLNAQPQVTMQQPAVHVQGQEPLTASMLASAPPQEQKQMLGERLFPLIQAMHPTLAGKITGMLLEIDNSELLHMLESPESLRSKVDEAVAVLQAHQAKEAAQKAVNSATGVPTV
SKN-1 inh = inhibitors of C. elegans SKN-1 | C. elegans VP596 Pgst-4::GFP/RFP ratio, acrylamide-induced, 24 h | 0.49% of 360,000 active | inhibition, % at 21.8 µM | AID 624304;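 active = interference check ratio from 0.5 to 1.5 plus GFP to RFP signal ratio inhibition reaching or exceeding a fixed threshold, cut at about 30% in these data, passing the limit was not always enough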; also: some compounds called inactive have numbers as strong as hits
MsrA inh = bovine MsrA inhibition; 0.75% of 360,000 active; inhibition, % at 15.5 µM; purified bovine MsrA, absorbance read-out; in the data active = inhibition above about 4.5%;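 also: 0% = vehicle wells with enzyme and 100% = reference inhibitor wells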
CendR NRP1 mod = alters CendR peptide binding to human NRP-1. inhibition, % at 25 µM. 0.85% of 360,000 active. FAM-RPARPAR peptide binding to NRP-1, fluorescence polarization. O14786;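 active = inhibition or corrected inhibition above about 18%, plus a signal ratio from 0.5 to 1.5, limit read from the data, passing the limit was not always enough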; also: strong numbers were not always called active
TbMetRS inhib = blocks T. brucei methionyl-tRNA synthetase activity; purified T. brucei MetRS, ATP depletion, Kinase-Glo luminescence; inhibition, % at 11.9 µM; 0.4% of 360,000 active;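 active = inhibition above a per-plate cutoff of the control wells' mean inhibition plus 3 SD, cut at about 5.5% in these data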;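 also: 0% = DMSO wells median and 100% = median of wells with control inhibitor compound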
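Material: parasite MetRS enzyme / Replication: singlicate, one well per compound / Signal: luminescence of leftover ATP / Schedule: 2 h aminoacylation at 25 °C after 15 min preincubation / Medium: HEPES-MgCl2-KCl buffer plus DTT, spermine, BSA, pyrophosphatase / Doses: 11.9 µM single point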
Numbers without * were called inactive; x = no result given.

SMILES	FAS TE block	bovine MsrA act	E coli Lon inh	MT1-MMP act inh	MLLE-PAM2 inh	SKN-1 inh	MsrA inh	CendR NRP1 mod	TbMetRS inhib
CCc1ccc(C(=O)NCc2ccc(Cl)cc2)cc1	7	1	-12	5	13	1	0.9	1	-0.3
Cc1ccc(/C=C/C(=O)OCn2nnc3ccccc3c2=O)o1	20	-5	-5	3	2	-3	3.5	-2	0.0
CS(=O)(=O)c1nsc2nc(=O)c(/C=C3\C=Nc4ccccc43)c(N)n12	-3	-3	-17	1	9	-12	0.1	-16	0.6
CCc1nnc(NC(=O)CSc2nnc3c(n2)[nH]c2ccccc23)s1	-3	-15	-4	7	-10	0	-0.3	-2	-1.1
CCCN1Cc2cccc(C(=O)N3CCN(c4ccc(OC)cc4)CC3)c2C1=O	-10	-3	-2	-3	-1	45	-0.2	3	-0.4
NC(=O)CC(NC(=O)c1ccccc1)c1ccc(N2CCC(Br)CC2)c([N+](=O)[O-])c1 (centres undefined)	-1	-1	-8	2	-8	-3	1.0	8	0.0
Clc1ccc(-c2cn3cccnc3n2)cc1Cl	-1	-4	-17	45	-25	42*	0.2	-40	0.1
CCCCNC(=O)Cc1ccc(Br)cc1	0	-1	1	0	9	5	0.8	0	-0.1
O=C(NC1CCSC1=O)c1ccc(Cl)cc1 (centres undefined)	-5	-3	3	3	13	11	x	8	-0.3
CN1c2ccccc2C(=O)/C(=C\Nc2ccc(F)cc2)S1(=O)=O	5	-2	-1	6	9	24	0.0	2	-0.4
CCCS(=O)(=O)N1CCCC(C(=O)NCc2cccnc2)C1 (centres undefined)	-6	5	-2	3	-8	5	-0.5	21	-0.2
Cn1c(=O)n(CC(=O)NC2CCCCC2)c(=O)c2ccccc21	-5	-10	-4	-1	5	-14	0.8	-10	-1.1
COc1ccccc1N1CCN(C(=O)C2CCN(S(=O)(=O)c3ccccc3)CC2)CC1	-4	-1	4	4	-2	2	1.0	-4	-0.5
CCN(CC(=O)Nc1ccccc1C(=O)OC)S(=O)(=O)c1ccc(OC)cc1	9	-3	-3	0	-1	2	-0.1	-1	-0.4
O=S(=O)(c1ccc(N2CC=C(c3ccccc3)CC2)nc1)N1CCCC1	18	-2	-9	-3	-8	-3	1.3	-14	0.3
CCc1cccc2[nH]c3cc([N+](=O)[O-])ccc3c12	24	-1	-13	-3	6	9	2.9	-4	-0.3
COc1ccc(C)cc1S(=O)(=O)NC1CCCCC1	-3	-4	1	-5	-8	-29	1.5	-17	-0.2
CCCSc1ccc([C@H]2N[C@@](CC(C)C)(C(=O)OC)[C@H]3C(=O)N(CC)C(=O)[C@@H]23)cc1	12	-10	-1	0	-12	-13	-1.6	13	0.0
Cc1c(C(=O)O)sc(S(=O)(=O)N2CCN(C(=O)Cc3ccccc3)CC2)c1C(=O)O	-6	-2	1	1	4	9	-0.6	2	-0.3
COc1ccc(/C=C/C(=O)N2CCOCC2)cc1OC	-2	-3	-13	0	-3	4	3.0	5	-0.4
Oc1ccc2ccccc2c1/C=N/n1cnnc1	-9	-3	2	1	-10	-13	2.4	-10	-0.7
Oc1ccc(/C=N/Nc2ncnc3c2ncn3Cc2ccccc2)cc1O	3	-6	-2	6	-2	3	4.5	-32	0.7
O=C1c2ccccc2C(O)(Cc2ccccc2)N1Cc1ccco1 (centres undefined)	-4	-3	4	-1	-5	3	-0.4	7	-1.2
O=C(O)c1cccc(NS(=O)(=O)c2ccc(NC(=O)c3ccco3)cc2)c1	-4	2	-3	5	13	3	-1.0	2	-0.2
O=C(CN1CCN(S(=O)(=O)c2ccc(Br)cc2)CC1)N/N=C/c1ccccc1C(=O)O	-5	-2	1	2	18	6	0.5	10	-0.3
COc1ccc(C2=NOC(Cn3nc(-c4ccccc4)cc3C(=O)NCc3cccc(C(F)(F)F)c3)C2)cc1 (centres undefined)	32	3	1	3	-9	12	x	8	0.1
Cc1onc(-c2ccccc2Cl)c1C(=O)N(C)C1CCCCC1	1	1	-3	0	7	11	-1.0	-9	-0.5
Cc1cc(C(=O)Nc2ccc(C(=O)O)cc2)c(-c2ccccc2)o1	-2	-4	1	1	15	-11	0.7	-12	-0.6
Cc1ccc(S(=O)(=O)N(C)C[C@H]2Oc3cc(C#CC4CCCC4)ccc3S(=O)(=O)N([C@H](C)CO)C[C@H]2C)cc1	23	2	9	-11	-7	5	-1.3	-1	0.5
CCC(NC(=O)c1cc(COc2c(F)cccc2F)on1)c1ccncc1 (centres undefined)	-8	-2	-13	1	11	9	x	-6	0.0
CC1(C)C([N+](=O)[O-])C(c2ccc(O)cc2)NC(c2ccc(O)cc2)C1[N+](=O)[O-] (centres undefined)	5	-4	3	-7	-9	10	-1.1	8	1.4
OCc1cccc(Nc2ncnc3sc4c(c23)CCCCC4)c1	0	-1	4	3	-9	5	1.0	-2	0.5
CC(C)C(NS(=O)(=O)c1ccc(Br)s1)C(=O)O (centres undefined)	-8	-6	-12	1	-3	12	1.0	-1	-0.8
Cc1cccc(C(=O)N(Cc2ccc(C)o2)C2CCS(=O)(=O)C2)c1 (centres undefined)	-5	-3	-7	-5	3	3	0.6	18	-0.1
CC(=O)N=c1sc2ccccc2n1C	-4	0	8	4	-9	9	-0.3	-12	-0.2
O=C1c2ccccc2NC(c2ccncc2)N1c1ccccn1 (centres undefined)	1	5	-3	6	-16	9	0.4	8	-0.6
Cc1ccccc1OCCC(=O)OCC(=O)NC1CC1	-7	-3	-4	4	-4	6	-0.7	1	-0.5
O=C(Nc1cccc(C(=O)O)c1)/C(=C\c1ccc2c(c1)OCO2)NC(=O)c1ccc(Br)o1	-4	-5	1	3	-1	1	3.1	-3	0.8
Cc1ccccc1C(=O)NC1CCN(Cc2nnnn2Cc2ccccc2)CC1	-8	-1	3	0	3	-5	1.6	-12	0.1
COc1ccc(N(C(=O)COc2ccccc2)C2C=CS(=O)(=O)C2)cc1 (centres undefined)	-7	-3	13	6	5	1	1.6	8	-1.2

Continued; it opens with the five that closed the last part.
SMILES	FAS TE block	bovine MsrA act	E coli Lon inh	MT1-MMP act inh	MLLE-PAM2 inh	SKN-1 inh	MsrA inh	CendR NRP1 mod	TbMetRS inhib
O=C1c2ccccc2NC(c2ccncc2)N1c1ccccn1 (centres undefined)	1	5	-3	6	-16	9	0.4	8	-0.6
Cc1ccccc1OCCC(=O)OCC(=O)NC1CC1	-7	-3	-4	4	-4	6	-0.7	1	-0.5
O=C(Nc1cccc(C(=O)O)c1)/C(=C\c1ccc2c(c1)OCO2)NC(=O)c1ccc(Br)o1	-4	-5	1	3	-1	1	3.1	-3	0.8
Cc1ccccc1C(=O)NC1CCN(Cc2nnnn2Cc2ccccc2)CC1	-8	-1	3	0	3	-5	1.6	-12	0.1
COc1ccc(N(C(=O)COc2ccccc2)C2C=CS(=O)(=O)C2)cc1 (centres undefined)	-7	-3	13	6	5	1	1.6	8	-1.2
COc1cc(OC)c(OC)cc1CN1CCCC(C(=O)N2CCCC2)C1 (centres undefined)	-2	-3	0	0	-7	-7	1.0	8	-0.6
O=C1CC(c2ccccc2)CC(O)=C1C=NCc1ccco1 (centres undefined)	-12	-3	1	-3	6	-4	-0.4	4	0.2
O=c1cc(-c2ccccc2Cl)c2c([nH]1)CCC2	-2	3	2	-6	-1	67*	-0.2	-23	-0.3
COc1ccc(C(C(=O)NC2CCCC2)N(C(=O)c2ccco2)c2ccccc2C(C)=O)cc1OC (centres undefined)	-3	-3	-10	2	5	2	-0.6	8	-0.6
COc1ccc(CN(C)C(=O)C2CC(=O)N(c3ccc4c(c3)OCCO4)C2)c(OC)c1 (centres undefined)	1	-5	-8	-2	-14	1	0.1	-6	-0.2
COc1ccccc1-c1sc2ccccc2c1-c1ccccc1OC	30	-2	1	-1	-21	0	1.0	-4	0.0
Cc1ccc(SC[C@H](CC(C)C)N2CCN(C)CCC2=O)cc1	-11	0	-1	-5	6	23	-0.5	7	-0.1
COc1cccc(C(=O)N2CCN(c3ccccn3)CC2)c1	-5	-3	-5	1	10	6	-0.8	5	-0.3
COc1ccc(CNC(=O)C2CC(=O)N(c3ccc(OCC(=O)N4CCCCC4)cc3)C2)cc1 (centres undefined)	-9	-10	1	8	0	-22	1.6	4	0.8
Cc1nc2c(-c3ccc(F)cc3)c(C)nn2c(C)c1CCC(=O)NC(C)CCc1ccco1 (centres undefined)	31	-5	-2	4	-7	-13	-0.4	-12	-0.1
O=C(NCCS(=O)(=O)NCc1ccc2c(c1)OCO2)c1ccccc1	0	2	1	0	-2	-16	1.2	17	-0.3
Cc1ccccc1CCNC(=O)c1ccc(Cl)c(S(=O)(=O)N2CC(C)OC(C)C2)c1 (centres undefined)	13	0	-17	-3	-30	-12	0.9	-8	0.6
CC(=O)Nc1cc2c3c(cccc3c1)-c1ccccc1-2	-2	3	-6	-148	3	1	1.3	9	-0.2
NC(=O)c1ccccc1OCC(=O)Nc1ccc2c(c1)CCC2	-2	-3	-8	-2	-24	20	-0.8	-2	0.4
O=C(C1CCCN(Cc2ccccc2Br)C1)N1CCCCC1 (centres undefined)	-3	-5	-2	0	-6	-23	0.3	1	-1.1
CCN(CC)CCCNC(=O)Cn1cnc2sc(C)c(S(=O)(=O)N3CCC(C)CC3)c2c1=O	-7	-3	4	-3	-5	1	-0.7	4	-0.6
O=C(Cn1cc2c(n1)CCCCC2)N1CCc2ccccc2C1	-2	-1	-6	2	-10	3	0.0	-20	0.3
Cc1ccccc1C(=O)NNC(=S)NC(=O)c1cccs1	-5	3	-1	0	31	0	0.6	-2	-0.1
NC(=O)c1cccc(Nc2nc(C(N)C3CCCCC3)cs2)n1 (centres undefined)	1	-1	-4	-5	8	-7	-0.6	-3	-0.2
CC(C)(c1ccccc1)c1ccc(OCC(O)CN2CCCC2)cc1 (centres undefined)	-4	0	-7	1	12	-9	-1.3	7	-0.1
O=C(CN(c1ccc(F)cc1)S(=O)(=O)c1ccc2c(c1)OCCO2)NCc1ccccn1	-1	-1	-5	-6	0	11	0.9	0	-0.3
CCOc1ccc2[nH]c(=O)c(C(c3nnnn3C3CCCCC3)N3CCN(CC)CC3)cc2c1 (centres undefined)	6	-1	-3	2	-50	5	0.8	7	-0.6
O=C(NCC1CCCO1)/C(=C\c1cccs1)NC(=O)c1ccccc1 (centres undefined)	0	0	-4	-3	3	1	1.5	10	0.3
COc1ccccc1C(c1nnnn1CC1CCCO1)N1CCN(c2ccccc2)CC1 (centres undefined)	1	-4	-6	-2	0	-2	-1.5	-2	0.2
Cc1cc(-c2ccccc2)nc(Oc2cccc(C(F)(F)F)c2)c1S(C)(=O)=O	25	-10	-3	-8	-1	6	1.3	3	-1.9
O=C(CCS(=O)(=O)c1ccccc1)NNC(=O)CSc1ccccc1F	-8	-1	-5	-2	7	-1	1.3	11	-0.1
Cc1cc(C)cc(C(=O)N2CCCCCC2)c1	-8	0	-5	-11	-2	8	0.2	0	-0.9
O=C(Nc1ccc(-n2nncc2-c2ccco2)cc1)c1cccc(F)c1	6	-5	2	-4	11	-8	0.1	-12	-0.3

Source: PubChem
